Assay outcomes (PubChem BioAssay)
SW480 rereplic: DNA re-replication induction in SW480 cells. SW480 DNA re-replication, Hoechst DNA content imaging, 48 h. Potency, µM (titrated, usually from 46.1 µM), for inactives: at the highest dose re-replication activation, usual class: activators. actives 1.8% (n = 340,000). AID 624297; further: potency means the concentration at half of the fitted maximal effect; % of control where 0% means no effect; nearly all actives have a fitted effect of over 55% in size
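Image-based DNA-content assay: after two days of treatment, nuclei were labelled with the DNA dye Hoechst and imaged, and hits were compounds raising the count of nuclei showing high fluorescence intensity.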
ATXN2 expr inh: inhibitors of ATXN2 expression; HEK-293 ATXN2-luciferase reporter, luminescence, 24 h; Potency, µM (top dose mostly 57 µM), inactives show at the top dose activity change, negative = inhibition, usual class: inhibitors; actives 0.72% (n = 360,000); AID 1745845; further: potency means the concentration at half of the fitted maximal effect; on the % scale 0 is the no-effect control and ±100 the full control effect; nearly all actives have a fitted effect of over 55% in size
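ATXN2-luciferase reporter cells (luciferase flanked by upstream and downstream ATXN2 gene portions) were treated 24 h at 37 °C with compounds at up to 57 uM. SteadyGlo luminescence gave expression; GF-AFC fluorescence gave viability.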
HT1080 IDH1KD tx: toxicity to HT-1080 IDH1 knockdown cells (counter line); HT-1080 IDH1 knockdown viability, ATP luminescence, 48 h; Potency, µM (series often up to 46.1 µM), without a hit: at the highest dose activity, negative = toxicity, hits mostly cytotoxic; actives 2% (n = 360,000); AID 686971;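 further: potency means the concentration at half of the fitted maximal effect; 0% = DMSO wells and -100% = cell-free medium wells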
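Cytotoxicity counter-line: IDH1KD HT-1080, 48 h, CellTiter-Glo. Curves classed by r2, magnitude and activity.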
HT1080NT lethal: kills 2HG-producing HT-1080-NT fibrosarcoma cells; HT-1080-NT fibrosarcoma viability, CellTiter-Glo ATP luminescence, 48 h; Potency, µM (series often up to 46.1 µM), for inactives: at the top dose activity, negative = less viability, hits mostly cytotoxic; actives 1.6% (n = 360,000);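 further: NT is the 2HG producing partner of a matched IDH1 knockdown line; potency means the concentration at half of the fitted maximal effect; 0% = DMSO-treated cells and -100% = media-only wells without cells; nearly all actives have a fitted effect of over 55% in size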
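Luminescent CellTiter-Glo readout after 48 hours of compound exposure at 37 degrees C defined viability of HT-1080-NT cells. Activity was normalized to DMSO wells and cell-free media wells; concentration-response curves were fitted and assigned curve classes.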
MCF10A rerep: inducers of DNA re-replication in MCF 10A breast cells; MCF 10A DNA re-replication, Hoechst nuclear intensity, 48 h; Potency, µM (doses to about 46.1 µM), for inactives: top-dose activity, positive = re-replication, most hits filed as activators; actives 2.9% (n = 350,000); further: potency means the concentration at half of the fitted maximal effect; % of control where 0% means no effect; nearly all actives have a fitted effect of over 50% in size
KB-3-1 cytotox: kills parental KB-3-1 adenocarcinoma cells. KB-3-1 viability, CellTiter-Glo ATP luminescence, 72 h. Potency, µM (series often up to 46.1 µM), for the others: at the highest dose activity change, negative = cytotoxic, most hits filed as cytotoxic. actives 1.4% (n = 400,000). AID 1347075; further: potency means the concentration at half of the fitted maximal effect; on the % scale 0 is the no-effect control and ±100 the full control effect; nearly all actives have a fitted effect of over 60% in size
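Cells are dispensed, compounds pinned in, plates held at 37 °C for 72 h, then CellTiter-Glo is added and luminescence read after 10 minutes. Cell line: parental KB-3-1 in phenol-red-free DMEM, 10% FBS.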
HepG2 tox: HepG2 cytotoxicity, counter-screen for TGF-b inhibitors; AID 588856; Potency, µM (titrated, usually from 46.1 µM), without a hit: at the highest dose activity change, negative = cytotoxicity, usual class: cytotoxic; actives 0.76% (n = 410,000); HepG2 CAGA-GFP viability, ATP luminescence, 18 h; further: potency means the concentration at half of the fitted maximal effect; some results filed as inactive show a strong effect at the top dose
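HepG2 CAGA-GFP cells (1000/well, DMEM with 1% FBS) received compound, then TGF-beta at 500 pg/mL final, and were incubated 18 hours at 37 degrees C. Viability was read by CellTiter-Glo luminescence. Media-only wells were set as complete cell-killing and DMSO as no toxicity.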
IL1B secr inh: blocks inflammasome-driven IL-1 beta release | THP-1 LPS/ATP IL-1B secretion, AlphaLISA, 16 h; active compounds read low | activity change, % at 57.5 µM | actives 4.7% (n = 360,000) | AID 743279; in the data active means activity change below about -50%; inconclusive means mostly about -30% to -49%; further: on the % scale 0 is the no-effect control and ±100 the full control effect
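THP-1 cells pretreated 1 hr with compounds (up to 57.5 uM final), then stimulated with LPS (250 ng/mL final) plus ATP (1.25 mM final); secreted IL-1B measured by AlphaLISA after 16 hr, decreased signal indicating inhibition.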
ATXN viability: cell viability loss in ATXN counter-screen. Potency, µM (titrated, usually from 56.7 µM), actives largely listed as cytotoxic. S2 cells (HEK-293 line with an ATXN2-luciferase reporter) viability, CellTiter-Fluor protease fluorescence, 24 h. actives 0.49% (n = 400,000); further: potency means the concentration at half of the fitted maximal effect; nearly all actives have a fitted effect of over 40% in size
Numbers without * were called inactive; i = inactive; ? = inconclusive; / = no result given; & = joins results of further samples; [ ] = another dose, or the depositor's remark. Unless noted, the call rests on the fitted dose curve; in most records, active means well fitted curve in the direction sought with a large enough effect; inconclusive means small, poorly fitted or top-dose-only effect, or another doubt; inactive means no such curve, though single readings can be large; an effect the other way counts as inactive or inconclusive.

SMILES	SW480 rereplic	ATXN2 expr inh	HT1080 IDH1KD tx	HT1080NT lethal	MCF10A rerep	KB-3-1 cytotox	HepG2 tox	IL1B secr inh	ATXN viability
Cc1ccc(Cn2c(=O)n(CCCCC(=O)NCCc3ccc(Cl)cc3)c(=O)c3ccccc32)cc1	/	10%	/	/	/	4%	0%	/	i
O=C(NCc1ccccc1)C1C(c2ccc3c(c2)OCO3)=Nc2ccccc2N1C(=O)c1ccccc1 (stereo unspecified)	/	/	-24%	-18%	/	?	/	-1	/
C=CCC1(CC=C)CCCN1C(=O)c1ccc2oc(CCCC)nc2c1	/	/	-16%	-4%	/	-3%	-23%	-24	i
CCOC(=O)c1c(S(=O)(=O)N2CCC(C(=O)Nc3ncccc3C)CC2)c(C)n(C)c1C	/	0%	/	/	/	1%	-5%	/	i
COC(=O)[C@H](CC(C)C)NC(=O)CCc1nnc(COc2ccccc2)o1	-5%	3%	6%	16%	11%	0%	-6%	-1	i
COc1cc2c(cc1CNC[C@H]1O[C@@H](n3cnc(C(N)=O)n3)[C@H](O)[C@@H]1O)OCO2	9%	0%	4%	0%	-5%	10%	-3%	4	i
COc1ccc(N2N=NN(C(C)C)C2=C(Cl)c2nnnn2-c2ccc(OC)cc2)cc1	?	30%	?	-7%	?	25%	-59%	/	i
COc1ccc(OCc2nc(N)nc(Nc3ccccc3)n2)cc1	0%	14%	-7%	1%	-1%	-2%	-4%	-20	i
O=C(N/N=C/c1ccc(N2CCOCC2)cc1)c1ccccc1NS(=O)(=O)c1cccs1	1%	16%	-7%	-1%	3%	1%	-9%	-20	/
CCCn1c(SCC(=O)NC2CCCCC2)nnc1-c1cccnc1	-19%	3%	23%	24%	-3%	7%	-2%	16	i
O=C(c1ccc(F)cc1)C1CCN(C(=O)Nc2ccccc2Cl)CC1	1%	-9%	5%	13%	3%	1%	-19%	-15	i
CC(C)(C)C(=O)O/N=C(\N)c1ccc(Br)cc1	-20%	5%	9%	22%	1%	4%	2%	7	i

Part of the list above in order of count of non-hydrogen atoms, descending:
SMILES	SW480 rereplic	ATXN2 expr inh	HT1080 IDH1KD tx	HT1080NT lethal	MCF10A rerep	KB-3-1 cytotox	HepG2 tox	IL1B secr inh	ATXN viability
O=C(NCc1ccccc1)C1C(c2ccc3c(c2)OCO3)=Nc2ccccc2N1C(=O)c1ccccc1 (stereo unspecified)	/	/	-24%	-18%	/	?	/	-1	/
COc1ccc(N2N=NN(C(C)C)C2=C(Cl)c2nnnn2-c2ccc(OC)cc2)cc1	?	30%	?	-7%	?	25%	-59%	/	i
COC(=O)[C@H](CC(C)C)NC(=O)CCc1nnc(COc2ccccc2)o1	-5%	3%	6%	16%	11%	0%	-6%	-1	i
C=CCC1(CC=C)CCCN1C(=O)c1ccc2oc(CCCC)nc2c1	/	/	-16%	-4%	/	-3%	-23%	-24	i
CCCn1c(SCC(=O)NC2CCCCC2)nnc1-c1cccnc1	-19%	3%	23%	24%	-3%	7%	-2%	16	i
CC(C)(C)C(=O)O/N=C(\N)c1ccc(Br)cc1	-20%	5%	9%	22%	1%	4%	2%	7	i

Next part:
SMILES	SW480 rereplic	ATXN2 expr inh	HT1080 IDH1KD tx	HT1080NT lethal	MCF10A rerep	KB-3-1 cytotox	HepG2 tox	IL1B secr inh	ATXN viability
COc1ccccc1OCCn1c(C(C)Oc2ccccc2)nc2ccccc21 (stereo unspecified)	/	-32%	/	/	/	-12%	-46%	/	i
CCOC(=O)c1c(C)[nH]c(C(=O)COC(=O)c2ccncc2)c1C	0%	-9%	1%	2%	6%	?	1%	10	i
Cc1cccc(NC(=O)NC2CCCc3ccccc32)c1 (stereo unspecified)	13%	7%	-14%	14%	?	-1%	1%	10	i
Cc1oc(-c2ccccc2F)nc1CN1CCC(C(=O)NC2CC2)CC1	-15%	/	0%	3%	0%	10%	-4%	-20	/
O=C(CSc1nnc(NC(=O)c2ccco2)s1)Nc1cccc(F)c1	1%	54%[activator]	9%	4%	1%	13%	4%	0	?
O=C(/C=C/Nc1ccccc1)c1cnc(-c2ccccc2)s1	-6%	12%	16%	16%	?	16%	4%	-1	i
Cn1c(N)c(C(=O)COC(=O)c2ccc3c(c2)C(=O)N(c2ccc(Cl)cc2)C3=O)c(=O)n(C)c1=O	3%	-3%	21%	7%	-1%	1%	-22%	-12	?
CC(C)(C)c1ccc(C(O)c2ncc(-c3cccc(F)c3)[nH]2)cc1 (stereo unspecified)	/	1%	?	?	/	?	-35%	-28	i
CCOC(=O)c1cc(CC)sc1NC(=O)CN1CCN(C(=O)c2ccco2)CC1	1%	?	-26%	-13%	?	-13%	-2%	-2	?
CC(=O)N1c2ccc(S(=O)(=O)N3CCCC(C(=O)NC4CCCC(C)C4C)C3)cc2CC1C (stereo unspecified)	2%	-24%	-7%	10%	9%	-22%	-4%	-20	i
CC1CCCC(NC(=O)COC(=O)c2ccc([N+](=O)[O-])o2)C1C (stereo unspecified)	1%	-18%	-1%	-3%	-37%	-2%	3.2µM*	-5	i
Cc1ccc(F)cc1C(=O)N1CCOCC1c1cc(C(=O)NCc2ccccc2)no1 (stereo unspecified)	/	1%	7%	21%	/	0%	-2%	-3	i
O=C(c1cccc(Br)c1)N1CCN(S(=O)(=O)N2CCCCC2)CC1	-2%	-2%	-6%	-7%	6%	-5%	-6%	-17	i
Cc1cccc(C)c1NC(=O)CN1CCN(CC(=O)c2cc(C)n(C3CC3)c2C)CC1	15%	/	9%	1%	19%	4%	-6%	-13	i
CCNC(=S)Nc1cc2oc3ccccc3c2cc1OC	14%	?	-20%	-23%	3%	11%	-24%	-16	i
COc1ccccc1COC(=O)C(NC(=O)c1ccc(C)cc1)C(C)C (stereo unspecified)	-51%[inhibitor]	3%	4%	4%	10%	2%	0%	14	i
CCCSc1nc2sc3c(c2c(=O)[nH]1)CC(C)CC3 (stereo unspecified)	14%	4%	13%	-7%	6%	-17%	1%	11	?
COc1ccccc1NC(=O)c1sc2ncn(CC(=O)Nc3ccccc3)c(=O)c2c1C	-9%	?	-3%	-5%	2%	-7%	1%	19	i
Cc1ccc(NC(=O)COc2ncnc3ccccc23)cc1S(=O)(=O)N1CCOCC1	0%	-9%	10%	2%	6%	2%	5%	3	i
CCCCCn1nnnc1-c1nc2cc3ccccc3cc2[nH]c1=O	/	?	7.3µM*	?	/	?	/	1	?
Cc1ccccc1CN(C)C(C)C(=O)NCc1ccccc1 (stereo unspecified)	0%	-18%	15%	7%	2%	-17%	13%	1	i
Cc1cc(C(F)(F)F)n2ncc(-c3ccc(F)cc3)c2n1	-2%[9.22 µM]	-6%	15%	18%	16%	15%	1%	6	i
COCC(=O)N1CCCN(c2nc3c(C)cccc3cc2C#N)CC1	-4%	-5%	-2%	-4%	-1%	21%	0%	?	i
CC(=O)c1ccc(NC(=O)c2ncn(-c3ccccc3)n2)cc1	/	12%	/	/	/	0%	5%	/	i
COC(=O)c1cccc(S(=O)(=O)N2CCOCC2)c1	-2%	1%	2%	0%	-3%	0%&-3%	-2%&0%	-7	i
CC1CCCCN1C(=O)Cn1c(=O)oc2cc(S(=O)(=O)N3CCCCC3)ccc21 (stereo unspecified)	3%	-3%	-1%	-3%	-1%	-17%	16%	-3	i
CCCCOc1ccc(C(=O)Nc2ccc(N3CCN(C(=O)C(C)C)CC3)cc2)cc1	2%	-24%	-17%	-5%	2%	-12%	-8%	-8	i
CCc1ccc(NC(=O)Cn2ccn(-c3cccc(Cl)c3)c(=O)c2=O)cc1	11%	-1%	6%	-3%	-2%	?	-10%&3%	31	i
CC(=O)Nc1ccc(NC(=O)CSc2ncc(C(=O)Nc3ccccc3)c(=O)n2C)cc1	-15%	-2%	15µM*	?	?	?	-1%	1	i
CC1(C)CC2CC(C)(CN2C(=O)COC(=O)c2cncc(Br)c2)C1 (stereo unspecified)	-4%	3%	1%	-1%	-1%	19%	-8%	1	i
NC(=O)/C(=C/c1cccnc1)NC(=O)c1ccccc1	78%	7%	9%	14%	-13%	17%	14%	/	i
COc1cc2[nH]cc(C(=O)NCc3cccs3)c(=O)c2cc1OC	2%	-12%	?	20µM*	-2%	-8%	-8%	-9	i

In the list so far, five have an NH in an aromatic ring.
SMILES	SW480 rereplic	ATXN2 expr inh	HT1080 IDH1KD tx	HT1080NT lethal	MCF10A rerep	KB-3-1 cytotox	HepG2 tox	IL1B secr inh	ATXN viability
CCOC(=O)c1c(C)[nH]c(C(=O)COC(=O)c2ccncc2)c1C	0%	-9%	1%	2%	6%	?	1%	10	i
CC(C)(C)c1ccc(C(O)c2ncc(-c3cccc(F)c3)[nH]2)cc1 (stereo unspecified)	/	1%	?	?	/	?	-35%	-28	i
CCCSc1nc2sc3c(c2c(=O)[nH]1)CC(C)CC3 (stereo unspecified)	14%	4%	13%	-7%	6%	-17%	1%	11	?
CCCCCn1nnnc1-c1nc2cc3ccccc3cc2[nH]c1=O	/	?	7.3µM*	?	/	?	/	1	?
COc1cc2[nH]cc(C(=O)NCc3cccs3)c(=O)c2cc1OC	2%	-12%	?	20µM*	-2%	-8%	-8%	-9	i
